High-throughput results deposited in PubChem BioAssay by Sanford-Burnham Center for Chemical Genomics.
MKP-3 inhibition: MKP-3 phosphatase inhibitors, primary screen, biochemical, rat enzyme, in vitro (AID 425); recombinant MKP-3 phosphatase activity, fluorescence; higher % means a stronger effect; 0.17% of 110,000 active; inhibition, % at 20 µM, or IC50 in µM where a hit was titrated; in the data active = inhibition above about 50%;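 also: plate controls were vehicle for no effect and reference inhibitor for full effect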
Hsp70 displacement: small molecules displacing fluorescent ligand from Hsp70 – biochemical, fluorescence polarization, primary screen (AID 583) | 0.06% of 140,000 active | displacement, % at 20 µM, or IC50 in µM where a hit was titrated | Hsp70 fluorescence polarization probe displacement, mP; higher % means a stronger effect; in the data active = displacement above about 50%;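 also: plate controls were vehicle for no effect and reference ligand for full effect; a part of the inactive calls stands beside numbers as strong as those of hits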
Numbers without * were called inactive; · = not tested or not shown; & = joins results of further samples; ! = not confirmed by another sample. The list is partial; the hit share may differ from the screen's.

SMILES	MKP-3 inhibition	Hsp70 displacement
COc1ccc(-c2nc(-c3ccccc3)c(-c3cccs3)[nH]2)cc1OC	·	-4.9%
CCc1ccc(S(=O)(=O)Nc2ccc(NC(C)=O)cc2)cc1	0%	7.2%
CS(=O)(=O)N1CCc2cc(C(=O)N3CCCCC3)ccc21	1%	1.7%
Nc1ccc(S(=O)(=O)c2ccc(N)cc2)cc1	-10%	-4.3%
CCS(=O)(=O)N1CCC(C(=O)NCc2ccco2)CC1	3%	8.7%
CCOC(=O)N1CCN(S(=O)(=O)c2ccc3[nH]c(=O)sc3c2)CC1	6%	6.9%
COC(=O)c1ccc(CSc2nc3c(cnn3-c3ccc(C)cc3)c(=O)[nH]2)o1	·	-2.9%
CC1CCN(C2CCN(S(=O)(=O)c3ccc(F)cc3)CC2)CC1	·	-0.8%
CC(C)(C)n1nc2c(c1NC(=O)CCCc1ccccc1)CS(=O)C2 (stereo not drawn)	-8%	-2.3%
CC12C(=O)N(c3ccccn3)C(=O)C1C1C=CC2C1 (stereo not drawn)	-2%	-1.0%
CCc1c(O)cc2n(c1=O)-c1ccccc1C2(C)C	·	1.7%
COc1ccc(OC)c(NC(=O)C2CCCN(S(=O)(=O)c3c(C)noc3C)C2)c1 (stereo not drawn)	-4%	0.8%

At a glance, part of the list above.
SMILES	MKP-3 inhibition	Hsp70 displacement
COc1ccc(-c2nc(-c3ccccc3)c(-c3cccs3)[nH]2)cc1OC	·	-4.9%
CCc1ccc(S(=O)(=O)Nc2ccc(NC(C)=O)cc2)cc1	0%	7.2%
CS(=O)(=O)N1CCc2cc(C(=O)N3CCCCC3)ccc21	1%	1.7%
Nc1ccc(S(=O)(=O)c2ccc(N)cc2)cc1	-10%	-4.3%
CCS(=O)(=O)N1CCC(C(=O)NCc2ccco2)CC1	3%	8.7%

Continued.
SMILES	MKP-3 inhibition	Hsp70 displacement
CN(C)S(=O)(=O)NCCNc1ccc([N+](=O)[O-])cc1	4%	-1.6%
COc1cccc(C2(O)CCN(C(=O)C3CC3)CC2)c1	-12%	-2.2%
OCCNC(Nc1ccc(Cl)cc1)=C(c1ccccc1)c1ccccc1	2%	-3.9%
CC(C)(C)c1cc(N=NC(=O)c2ccncc2)cc(C(C)(C)C)c1O	-2%	4.9%
COc1cc(C(=O)N2CCN(C(=O)c3ccncc3)CC2)cc(OC)c1OC	5%	-2.1%
C=CCNS(=O)(=O)c1ccc2nsnc2c1	-5%	-6.6%
Cc1ccc(-n2ncc3c(=O)n(CC(=O)N4CCCc5ccccc54)cnc32)cc1C	-4%	-2.8%
COCCOC(=O)C1=C(C)NC(SCC(=O)NC(C)(C)C)=C(C#N)C1c1ccco1 (stereo not drawn)	-1%	1.4%
Cc1ccc(-c2nnn(CC(=O)NC3CCN(Cc4ccccc4)CC3)n2)cc1	·	1.7%
CCN(CC)S(=O)(=O)c1cc(C(=O)c2ccc(Br)cc2)ccc1C	3%	-5.7%
O=C(Nc1nc(-c2ccccc2)cs1)c1ccc2c(c1)OCO2	-1%	3.3%
COC(=O)/C(=C(/F)SCC(C)=O)C(F)(F)F	·	-9.2%
CCCC(=O)NS(=O)(=O)c1ccc(NC(=O)c2ccccc2Cl)cc1	-3%	-0.6%
CC1(C)Cc2c(sc3nc4n(c(=N)c23)CCC4)CO1	6%	-3.6%
O=C1CC(N2CCC(O)CC2)C(=O)N1c1ccc(Cl)cc1 (stereo not drawn)	1%	1.8%
Cc1ccc2c(c1)NC(c1ccccc1)C1=C(CC(C)(C)CC1=O)N2 (stereo not drawn)	4%	0.8%
CCOc1cc(NC(=O)C2CCCCC2)c(OCC)cc1NC(=O)c1ccco1	-21%	4.2%
COc1ccc(-c2ccc(C#N)c(SCC(=O)Nc3sc4c(c3C#N)CCC4)n2)cc1	·	2.7%
COC(=O)c1ccc(-n2nnnc2SCc2nn[nH]n2)cc1	-11%	5.5%
O=C(CCn1c(=O)oc2ccccc21)Nc1ccccc1	3%	0.7%
Cc1cccc(OCC(O)Cn2c(=N)n(CCN3CCOCC3)c3ccccc32)c1 (stereo not drawn)	-6%	-1.6%
COc1ccc(Cc2nnc(NC(=O)C3CCCO3)s2)cc1 (stereo not drawn)	-17%	2.5%
Cc1ccc(S(=O)(=O)N(CC(=O)O)Cc2ccccc2F)cc1	-6%	-3.4%
CCOc1ccc(C(=O)Nc2ccc(NC(=O)c3ccco3)c(Cl)c2)cc1Br	12%	·

Two entries from above, with bars between the fields.
SMILES | MKP-3 inhibition | Hsp70 displacement
CS(=O)(=O)N1CCc2cc(C(=O)N3CCCCC3)ccc21 | 1% | 1.7%
Nc1ccc(S(=O)(=O)c2ccc(N)cc2)cc1 | -10% | -4.3%

Next part
SMILES	MKP-3 inhibition	Hsp70 displacement
Cc1[nH]nc(N=CC2=C(O)CC(C)(C)CC2=O)c1-c1ccccc1	-1%	2.8%
Cc1occc1-c1nnc(SCC(=O)Nc2ccccc2)n1C(C)c1ccccc1 (stereo not drawn)	-7%	-3.9%
CCOC(=O)Nc1ccc2c(c1)N(C(=O)CN1CCN(C)CC1)c1ccccc1S2	-3%	-1.2%
C=CCSc1nncn1/N=C/c1ccc(OC)cc1	-9%	-2.4%
COc1ccccc1C1(O)CC(c2ccc(C)cc2)NC(c2ccc(C)cc2)C1C (stereo not drawn)	-2%	3.8%
CC(=O)Nc1ccc(S(=O)(=O)NN2C(=O)c3ccccc3C2=O)cc1	3%	-4.8%
N#Cc1c(SCc2cccc(Cl)c2)sc(C(=O)c2ccccc2)c1N	·	-6.6%
O=C1/C(=C/c2ccco2)SC(=S)N1c1ccc(F)cc1	3%	-2.8%
CCOC(=O)c1sc(NC(=O)c2cccnc2)nc1C	-13%	-2.3%
CCOC(=O)/C(C#N)=C1/C=CNC(=O)N1	-13%	-4.3%
O=C(O)c1ccccc1C=Nc1ccc2[nH]c(=O)[nH]c2c1	0%	4.1%
CCC(C)(NC(=O)c1ccc(=O)[nH]c1)C(=O)NC1CCCC1 (stereo not drawn)	-1%	-3.2%
O=C(Nc1ccc(NC(=O)c2cccs2)cc1)c1ccccc1	5%	-47%
CC(=O)Nc1ccc(S(=O)(=O)NCCC(=O)OCCN2C(=O)c3ccccc3C2=O)cc1	2%	4.7%
CCOC(=O)N1CCN(C(=O)CN(Cc2ccccc2)S(=O)(=O)c2ccc(OC)c(Cl)c2)CC1	·	2.7%
COc1ccccc1-c1cc(C(F)(F)F)nc(N2CCCCC2)n1	·	-1.0%
O=C1c2ccccc2C(=O)N1CCc1nc2ccccc2c(=O)n1CCCn1ccnc1	-10%	4.3%
Cc1oc(-c2ccccc2F)nc1CS(=O)(=O)CC(=O)NCCCN1CCc2ccccc2C1	-2%	5.2%
COc1ccc(/C(O)=C2/C(=O)C(=O)N(Cc3ccco3)C2c2cccs2)cc1 (stereo not drawn)	1%	-0.3%
CCCCNc1nc(CC)c2c(c1C#N)CCCC2	·	-1.7%
O=C1CC(NC23CC4CC(CC(C4)C2)C3)C(=O)N1c1ccc2c(c1)OCO2 (stereo not drawn)	-4%	-1.6%
O=C(c1c(F)cccc1F)N1CCN(c2cc(N3CCOCC3)c(F)cc2[N+](=O)[O-])CC1	1%	0.0%
CCOCCN1CCN(c2c(C)c(C)nc3cc(-c4cc(OC)cc(OC)c4)nn23)CC1	10%	-4.6%
COc1ccc(C(=O)Nc2ccccc2C(=O)NCCC(=O)Nc2ccccc2)cc1	0%	1.0%

3 entries picked at random from the list so far:
SMILES	MKP-3 inhibition	Hsp70 displacement
Cc1oc(-c2ccccc2F)nc1CS(=O)(=O)CC(=O)NCCCN1CCc2ccccc2C1	-2%	5.2%
CC(=O)Nc1ccc(S(=O)(=O)NCCC(=O)OCCN2C(=O)c3ccccc3C2=O)cc1	2%	4.7%
COc1ccc(/C(O)=C2/C(=O)C(=O)N(Cc3ccco3)C2c2cccs2)cc1 (stereo not drawn)	1%	-0.3%

3 entries out of the list above, arranged by their value in MKP-3 inhibition, low to high:
SMILES	MKP-3 inhibition	Hsp70 displacement
COc1ccc(C(=O)Nc2ccccc2C(=O)NCCC(=O)Nc2ccccc2)cc1	0%	1.0%
O=C(c1c(F)cccc1F)N1CCN(c2cc(N3CCOCC3)c(F)cc2[N+](=O)[O-])CC1	1%	0.0%
O=C(Nc1ccc(NC(=O)c2cccs2)cc1)c1ccccc1	5%	-47%

Continued.
SMILES	MKP-3 inhibition	Hsp70 displacement
CCc1ccc(N2C(=O)CSC2c2ccc(Cl)cc2Cl)cc1 (stereo not drawn)	0%	0.6%
Cc1c(O)ccc(/C(Cc2ccc3ccccc3n2)=N\O)c1O	·	-3.1%
CC(C)Oc1ccc(/C=N/NC(=O)C(CSCc2ccccc2)NC(=O)c2ccc([N+](=O)[O-])cc2)cc1 (stereo not drawn)	·	1.7%
Cc1c(C#N)c2ccccc2n1CC(=O)N1CCCc2ccccc21	·	-6.6%
O=C(Nc1nc2ccc(Cl)cc2s1)C1CCCO1 (stereo not drawn)	·	-1.8%
COc1ccc2c(=O)cc(-c3ccccc3)n(C)c2c1	·	3.3%
Cc1ccc(S(=O)(=O)/N=C2/C=C(N3CCOCC3)C(=O)c3ccccc32)cc1	0%	-3.9%
O=C(OCc1ccccc1)Sc1nnc(-c2ccc(Br)cc2)o1	-3%	4.6%
O=C1NC(=S)S/C1=C/c1ccc(Sc2ccccc2)o1	12%	-15%
O=C(O)c1ccccc1/C=N/n1cnnc1	0%	-3.7%
CCCCn1c(SCC(=O)Nc2nnc(C(C)C)s2)nc2c1c(=O)n(C)c(=O)n2C	-1%	-1.6%
CN1C(=O)/C(=C\c2ccccc2OCCOc2ccc(Br)cc2)SC1=S	-2%	-0.1%
Cn1c(=O)[nH]c(=O)c2c1nc(CN1CCN(c3ccc(F)cc3)CC1)n2CCN1CCOCC1	-1%	0.8%
CCOC(=O)c1cccc(NC(=O)COc2ccc([N+](=O)[O-])cc2)c1	0%	2.5%
Cc1ccc(N(CC(=O)Nc2ccc(Br)cc2)S(C)(=O)=O)cc1Cl	-1%	-3.3%
Cc1cc(OCCCCN2CCCC2)ccc1Cl	0%	-5.0%
Cc1ccc(C)n1Cc1ccc(C(=O)O)cc1	85%*!	103%*!
Cn1c(=NC(=O)c2ccco2)sc2cccc(F)c21	4%	1.5%
Cc1ccc(N(CC(O)CN2CCOCC2)S(=O)(=O)c2ccccc2)cc1 (stereo not drawn)	4%	1.4%
c1ccc(N=C(c2cccs2)N2CCOCC2)cc1	·	0.0%
COc1cc(C2C3=C(CC(C)(C)CC3=O)OC3=C2C(=O)CC(C)(C)C3)cc(Br)c1OC	1%	-2.0%
O=C(Nc1ccc(Br)cc1)c1cnccn1	-14%&3%	-1.9%&6.9%
Cc1ccc(C)c(-c2csc(N)c2C(=O)OC(C)C)c1	3%	-1.3%&6.3%
COc1ccc(OC)c(NC(=O)CC(c2ccccc2)c2ccccc2)c1	0%	2.2%
CC(=O)Nc1cccc(Oc2ccc3c(c2)C(=O)N(c2ccccc2)C3=O)c1	2%	1.5%
Cc1cc(Oc2ccccc2)nc(N2CCOCC2)n1	·	4.8%
Cc1cc(=O)oc(C)c1C(=O)NCC(C)C	-9%	-3.0%
COC(=O)c1c(NC(=O)C2C3C=CC(C3)C2C(=O)O)sc2c1CCC2 (stereo not drawn)	2%	-2.7%
CC(=O)c1ccc(N2C(=O)CC(N(C)Cc3ccccc3)C2=O)cc1 (stereo not drawn)	2%	-5.6%
O=C(NCc1ccc2c(c1)OCO2)C12CC3CC(CC(C3)C1)C2	·	-0.7%
Cc1cc(NC(=O)c2ccc(N3C(=O)CCC3=O)cc2)no1	·	2.8%
COc1ccc(CCNC(=S)Nc2ccccc2C)cc1	·	-8.2%
CCOC(=O)c1[nH]c2ccccc2c1NC(=O)c1nonc1C	-4%	3.2%
C=CCn1c(SCC(=O)Nc2ccc(C(=O)OC(C)C)cc2)nnc1-c1cccs1	-1%	-0.3%
CC(C)CCNC(=O)[C@H](CC(C)C)NC(=O)[C@H]1O[C@@H]1C(=O)O	-7%	·
COc1cc2c(C)nc3c(cnn3-c3ccccc3)c2cc1OC	-3%	6.3%
Cc1cc(=O)oc2cc(NC(=O)CCCC(=O)O)ccc12	6%	6.3%
Cc1cc2oc(=O)cc(CN3CCN(S(=O)(=O)c4ccc5c(c4)OCCO5)CC3)c2cc1C	-6%	5.9%
C/C(Cl)=C/Cn1c(SCc2ccc(Cl)cc2)nc2c1c(=O)[nH]c(=O)n2C	1%	-0.1%
Nc1ccc2c(c1)C(=O)N(CCCCCC(=O)O)C2	·	1.6%
CCOC(=O)N1CCN(CC(=O)Nc2cc(C)nn2-c2nc3ccccc3s2)CC1	0%	4.7%
CCSC1(SCC)N=C(N)C2(C#N)C(c3ccccc3)NC3=C(CCCC3)C12C#N (stereo not drawn)	3%	-1.6%
COc1ccc(/C=C(\NC(=O)c2ccccc2)C(=O)NCCCn2ccnc2)cc1	0%	-1.1%
CCN(CC)c1ccc(NC(=O)CSc2nc(C)cc(=O)[nH]2)cc1	0%	2.3%
CCOC(=O)C1CCCN(c2c(NCCc3ccc(S(N)(=O)=O)cc3)c(=O)c2=O)C1 (stereo not drawn)	-6%	2.0%
O=C1/C(=C\Nc2ccccc2O)CCc2ccccc21	0%	-10%
CC(NC(=O)C(c1ccccc1)c1ccccc1)C(=O)NCCN(C)C (stereo not drawn)	1%	-4.7%
Cc1ccc(C2C(C(=O)/C=C/c3ccccc3)=C(O)C(=O)N2CCCCCC(=O)O)cc1 (stereo not drawn)	0%	3.3%
O=c1cc(-c2ccc([N+](=O)[O-])cc2)nc2cc(-c3cccc(Cl)c3)[nH]n12	6%	2.6%
COC(=O)C1=C(C)N(c2ccc(OC)c(OC)c2)C(=O)C1	-8%	4.0%
O=[N+]([O-])c1ccc(Cl)c(-n2ncnc2-c2ccc(F)cc2)c1	3%	-4.1%
NS(=O)(=O)c1ccc(N=C2NC(=O)CS2)cc1	3%	2.1%
COCCNC(=O)CN(c1ccc(OC)cc1OC)S(=O)(=O)c1ccccc1[N+](=O)[O-]	2%	-6.2%
COc1cc(CO)cc(Br)c1OCC(=O)O	0%	1.0%
